APJ antagonist: blocks the human apelin receptor APJ; hit rate 0.32% among 330,000; inhibition, % at 20 µM; CHO-K1 APJ beta-arrestin complementation, luminescence;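 active means inhibition above about 40% at 20 µM, limit read from the data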;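 further: cells challenged with 10 nM apelin-13 agonist together with compound; plate controls were apelin-13 plus DMSO wells for no effect and DMSO wells lacking apelin-13 for full effect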
697 NFkB inh: inhibitors of the PMA/ionomycin-induced NF-kB reporter in 697 B cells | 697 B-cell NF-kB luciferase reporter, 16 h | AID 435022 | inhibition, % at 4 µM | hit rate 0.33% among 330,000; in the data active means inhibition above about 35%
XBP1 UPR activ: adaptive UPR (XBP1) activation | CHO-XBP1 luciferase reporter, IRE1-XBP1 UPR activation, luminescence; percent of tunicamycin response, DMSO as zero | hit rate 0.33% among 330,000 | activation, % at 20 µM;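 active means versus positive control, 20 µM dose yields 30% or more activation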;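 further: 100% = tunicamycin at 10 µg/mL and 0% = DMSO only wells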
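Material: IRE1-XBP1 luciferase reporter CHO line / Quantity: one thousand reporter cells per well / Buffer or medium: F12 with 10% serum / Compound: 20 µM single concentration, DMSO 1% / Times: 6 h treatment, 37 °C / Detection: Steady-Glo luciferase glow luminescence, 10 min after reagent addition / Benchmarks: tunicamycin high, DMSO low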
tim23-1 inh: inhibits growth of tim23-1 mutant yeast; S. cerevisiae tim23-1 growth, BacTiter-Glo luminescence, 24 h; inhibition, % at 20 µM; hit rate 1.3% among 330,000; AID 463212;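 active means growth inhibition of the mutant yeast at or above 50%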;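 further: temperature-sensitive mutant grown at 25 °C; plate controls were DMSO-treated mutant yeast for no effect and medium wells lacking yeast for full effect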
APJ ag: agonists of human APJ apelin receptor; activation, % at 20 µM; AID 2520; hit rate 0.11% among 330,000; CHO-K1 APJ PathHunter beta-arrestin, luminescence; 0% DMSO wells, 100% apelin;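 active means activation more than six SD over the plate average, tested at 20 µM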;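 further: 0% = DMSO alone and 100% = apelin-13 at 10 nM; some results filed as inactive read as strong as hits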
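Material: engineered CHO-K1 APJ arrestin reporter cells; amount: 1000 CHO-K1 reporter cells seeded per well; incubation: compound stimulation 90 min at 25 °C, detection 60 min; signal: luminescent beta-gal fragment complementation, chemiluminescent substrate; read-out basis: APJ agonist activity; controls: DMSO-only wells as negative, 10 nM Apelin-13 as positive control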
Jurkat NFkB inh: inhibitors of the PMA/ionomycin-induced NF-kB reporter in Jurkat cells. PMA/ionomycin-induced NF-kB luciferase reporter, luminescence. inhibition, % at 4 µM. hit rate 0.53% among 330,000. AID 435003; in the data active means inhibition above about 50%
Mdm2-MdmX inh: human Mdm2/MdmX binding inhibition; O15151+Q00987; SaOS-2 split-luciferase Mdm2/MdmX complementation, luminescence; hit rate 3% among 330,000; inhibition, % at 8 µM;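 active means inhibition of at least 50% at 8 µM in the primary screen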
Target sequence (O15151 whole entry, looked up): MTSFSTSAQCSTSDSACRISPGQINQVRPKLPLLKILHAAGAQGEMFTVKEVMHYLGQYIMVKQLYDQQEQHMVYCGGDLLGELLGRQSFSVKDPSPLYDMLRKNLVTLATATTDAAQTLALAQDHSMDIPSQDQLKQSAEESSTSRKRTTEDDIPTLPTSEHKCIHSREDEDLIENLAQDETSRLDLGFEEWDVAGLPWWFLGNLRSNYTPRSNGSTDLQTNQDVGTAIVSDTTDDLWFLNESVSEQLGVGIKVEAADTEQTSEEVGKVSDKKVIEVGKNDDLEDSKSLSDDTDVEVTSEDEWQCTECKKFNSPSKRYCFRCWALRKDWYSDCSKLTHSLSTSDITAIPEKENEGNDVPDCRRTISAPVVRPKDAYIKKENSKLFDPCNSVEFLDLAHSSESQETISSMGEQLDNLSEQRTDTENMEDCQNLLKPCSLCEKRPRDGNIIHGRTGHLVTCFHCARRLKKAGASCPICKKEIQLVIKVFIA
Target sequence (Q00987 whole entry, looked up): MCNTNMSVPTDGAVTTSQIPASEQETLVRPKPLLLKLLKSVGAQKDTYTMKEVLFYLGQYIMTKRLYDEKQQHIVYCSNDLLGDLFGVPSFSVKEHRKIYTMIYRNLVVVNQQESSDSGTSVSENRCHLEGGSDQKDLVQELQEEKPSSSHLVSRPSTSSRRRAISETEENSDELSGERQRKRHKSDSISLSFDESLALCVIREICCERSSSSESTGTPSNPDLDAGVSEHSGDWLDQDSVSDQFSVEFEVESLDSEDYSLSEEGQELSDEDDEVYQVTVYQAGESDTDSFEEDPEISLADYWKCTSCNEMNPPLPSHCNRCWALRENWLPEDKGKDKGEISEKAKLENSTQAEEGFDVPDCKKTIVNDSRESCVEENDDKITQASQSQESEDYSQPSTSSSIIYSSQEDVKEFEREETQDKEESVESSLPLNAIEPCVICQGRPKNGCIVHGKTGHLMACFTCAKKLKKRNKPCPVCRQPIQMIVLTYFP
CHOP UPR activ: apoptotic UPR (CHOP) activation. CHO-CHOP luciferase reporter, luminescence; percent of tunicamycin response over DMSO baseline. activation, % at 10 µM. hit rate 0.34% among 330,000;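 active means at 10 µM dose, activation of 40% or more, normalized to positive control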;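 further: 100% = tunicamycin at 10 µg/mL and 0% = DMSO alone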
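Evaluation: % reporter activation, DMSO baseline versus tunicamycin full activation; System: CHO-CHOP luciferase reporter cell line; Input: 500 cells/well; Incubation: 6 h compound treatment, 37 °C; Measured by: Steady-Glo luciferase luminescence; Dosing: one dose, 10 µM in 0.5% DMSO; Buffer or medium: F12 medium, 10% FBS; Benchmarks: positive tunicamycin 10 µg/mL, negative DMSO alone.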
* hit, by the source's call; / = not tested or not shown; & = joins results of further samples.

Fields – APJ antagonist | 697 NFkB inh | XBP1 UPR activ | tim23-1 inh | APJ ag | Jurkat NFkB inh | Mdm2-MdmX inh | CHOP UPR activ
> COc1ccc(N2CCN(C(C)C(=O)N3CCCC3)CC2)cc1 (stereo not given)
  10 | 8 | -2 | 6 | 1 | -6 | 3 | 4.8
> Cc1nonc1OCCn1c([N+](=O)[O-])cnc1C
  1 | -11 | 0 | 6 | 0 | -1 | 7 | -1.4
> S=c1nc(-c2ccccc2)[nH]c2ccc(Br)cc12
  25 | -9 | 5 | 26 | -2 | -4 | -13 | 0.9
> Cc1cc(NC(=O)COC(=O)C2CC(=O)N(c3ccccc3)C2)no1 (stereo not given)
  -38 | 15 | -3 | -4 | -5 | 0 | 7 | 3.1
> COC(=O)c1sc(S(=O)(=O)NCCC(=O)O)c(C(=O)OC)c1C
  18 | 0 | -2 | 11 | 0 | -11 | -5 | 2.0
> CN1CCC(N(C)CC(=O)Nc2cccc(Oc3ccccc3)c2)CC1
  6 | -31 | -2 | -9 | -1 | -2 | 3 | 1.7
> CNC(=O)c1cc(C(=O)c2ccc(Cl)cc2)c[nH]1
  7 | 0 | 2 | 10 | -1 | -1 | -21 | 1.8
> COC(=O)c1ccc(COc2ccc(C)cc2[N+](=O)[O-])o1
  -7 | -18 | 6 | 23 | -2 | -35 | -34 | 3.3
> Cc1cc([N+](=O)[O-])ccc1-c1ccc(/C=N/NC(=O)Cc2ccccc2)o1
  -8 | -1 | 6 | 7 | -2 | 4 | 47 | -2.9
> C=CCn1c(SCCCC)nc(O)cc1=O
  4&-7 | 8&5 | -2&-3 | -8&1 | -1&2 | 2&2 | 6&26 | -0.9&1.7
> COc1cccc(N2CCN(CC(=O)NCc3cccs3)CC2)c1
  1 | -28 | -2 | 12 | -3 | -8 | -19 | -1.9
> COc1ccc(CCNC(=O)COC(=O)C23CC4CC(CC(C4)C2)C3)cc1
  -16 | -12 | -1 | 39 | 0 | 2 | -19 | 1.5
> CN(c1ccccc1)S(=O)(=O)c1cccc(NC(=O)c2cncc(Br)c2)c1
  -4 | -1 | -1 | 9 | 0 | 4 | 19 | -2.0
> Cc1cc(C)nc(SCCCNCc2c(F)cccc2Cl)n1
  -15 | -16 | -3 | -20 | -3 | -4 | 2 | 0.7
> CCC1=NN(S(=O)(=O)c2ccc(C)cc2)C(O)(C(F)(F)F)C1 (stereo not given)
  -26 | 5 | -2 | 9 | -1 | -2 | 14 | -0.6
> CCN1/C(=C2/SC(=S)N(NC(C)=O)C2=O)Sc2ccc(OC)cc21
  -1 | 15 | 0 | -2 | -2 | 8 | 19 | 2.5
> Cc1c(NC(=O)COC(=O)C(c2ccc(Cl)cc2)C(C)C)c(=O)n(-c2ccccc2)n1C (stereo not given)
  6 | -5 | -1 | 7 | -1 | 1 | 10 | -0.9
> NC(=O)[C@@H]1CCCNc2c(I)cc([N+](=O)[O-])cc2C(=O)N[C@@H](CCC(=O)O)C(=O)N[C@@H](CO)C(=O)N1
  -4 | 8 | -2 | 15 | 2 | -14 | -12 | -0.8
> CC1CC(C)CN(CCCNS(=O)(=O)c2ccc3c(c2)oc(=O)n3C)C1 (stereo not given)
  8 | 20 | -4 | 2 | -1 | -6 | -8 | 4.1
> CN1CCC2(CC1)NC(=O)NC2=O
  -9 | 2 | -1 | 4 | -2 | 12 | 2 | 0.5
> COc1ccc(NC(=O)c2ccc(S(=O)(=O)N(C)c3ccccc3)cc2)cn1
  -12 | 8 | -1 | 16 | 0 | 9 | 15 | 2.2
> COc1ccc(C(c2nnnn2Cc2cccs2)N2CCN(c3ccccc3)CC2)cc1OC (stereo not given)
  1 | -13 | 1 | 11 | -8 | -10 | -2 | -1.6
> O=C(N/N=C/c1coc2ccccc2c1=O)c1cn(-c2ccccc2)nc1-c1ccc(F)cc1
  0 | 15 | -2 | 23 | 0 | 18 | 32 | 3.6
> CC(C)(C)NCCOCCOc1ccc(Cl)cc1C(C)(C)C
  9 | 12 | -1 | 7 | -5 | 16 | 20 | -1.3
> Cc1cc(C(=O)Nc2ccon2)c(C)o1
  -3 | -8 | 1 | 16 | 1 | 0 | -10 | 0.2
> COc1ccc(C2=NS(=O)(=O)N(C)C(C(=O)Nc3ccc4c(c3)OCO4)=C2)cc1
  -4 | -5 | -1 | 25 | 4 | 1 | -16 | 1.3
> Cc1ccc(S(=O)(=O)NNC(=O)CCC(=O)Nc2ccccc2)cc1
  -23 | 9 | -1 | -13 | -4 | -10 | -16 | -0.3
> CC[C@]12c3[nH]c4ccc(Cl)cc4c3CCN1C(=O)[C@@H](CC(=O)NCCN1CCOCC1)C[C@@H]2C(=O)N1CCN(C(=O)c2ccco2)CC1
  / | -2 | -1 | 20 | / | / | 17 | 2.3
> Cc1ccc(NC(=O)CCN2C(=O)c3ccncc3C2=O)cc1
  2 | -7 | -2 | 8 | 0 | -1 | 7 | 0.5
> CSCCC(Nc1ccc(S(=O)(=O)N2CCOCC2)cc1[N+](=O)[O-])C(=O)OCC(=O)N(C(C)C)C(C)C (stereo not given)
  5 | -12 | 0 | 8 | 0 | -10 | 7 | 1.6
> O=c1cc(CN2CCN(c3ccccc3F)CC2)c2cc(O)c(-c3ccccc3)cc2o1
  -2 | -6 | 2 | 7 | 5 | 17 | 3 | 4.8
> CCN(CCNC(=O)Cn1c(=O)sc2ccccc21)c1ccccc1
  -8 | -10 | -2 | 12 | -2 | 3 | -26 | -0.3
> Cc1ccc(S(=O)(=O)N2CCN(C(=O)c3cc4c(s3)CCCC4)CC2)cc1
  -1 | 7 | 2 | 8 | -1 | 15 | 7 | 3.8
> CCN(CC(=O)NCc1ccc(Cl)cc1)C(=O)CN1C(=O)NC(C)(c2ccccc2)C1=O (stereo not given)
  5 | 14 | -5 | -10 | -3 | -4 | -8 | -1.7
> COC(CNC(=O)C1CCCCC1C(=O)O)OC (stereo not given)
  11 | -1 | 0 | 3 | -1 | 1 | 28 | 0.4
> O=C1NC(CCc2ccccc2)C(=O)N1Cc1ccc(Br)cc1 (stereo not given)
  -1 | 13 | -6 | 17 | -3 | -5 | 0 | 0.0
> CCCOc1cccc(C(=O)NC(=S)Nc2cccc(NC(=O)c3ccccc3Cl)c2)c1
  8 | 2 | -1 | 9 | -2 | 0 | -1 | 1.8
> C/C(=N/NC(=O)C1CCN(S(=O)(=O)c2ccc(C)cc2)CC1)c1cccc([N+](=O)[O-])c1
  -10 | 35 | 1 | 12 | -4 | -2 | 10 | -0.7
> CC(Oc1ccccc1F)C(=O)NNC(=O)c1ccc(F)c(S(=O)(=O)N2CCOCC2)c1 (stereo not given)
  6 | -39 | -2 | 5 | 2 | 8 | -25 | 1.0
> O=c1cc(O)c(-c2ccc(Cl)cc2)c(Cl)[nH]1
  -6 | 17 | 1 | -2 | -1 | 10 | 26 | 0.1

Copied from the results shown (2 entries):
Fields – APJ antagonist | 697 NFkB inh | XBP1 UPR activ | tim23-1 inh | APJ ag | Jurkat NFkB inh | Mdm2-MdmX inh | CHOP UPR activ
> CC(Oc1ccccc1F)C(=O)NNC(=O)c1ccc(F)c(S(=O)(=O)N2CCOCC2)c1 (stereo not given)
  6 | -39 | -2 | 5 | 2 | 8 | -25 | 1.0
> O=c1cc(O)c(-c2ccc(Cl)cc2)c(Cl)[nH]1
  -6 | 17 | 1 | -2 | -1 | 10 | 26 | 0.1

Further structures
Fields – APJ antagonist | 697 NFkB inh | XBP1 UPR activ | tim23-1 inh | APJ ag | Jurkat NFkB inh | Mdm2-MdmX inh | CHOP UPR activ
> COc1cc(/C=c2/sc3nc(-c4ccccc4)c(-c4ccccc4)n3c2=O)cc(OC)c1OC
  -1 | -9 | 3 | 22 | -2 | 4 | 38 | -1.5
> O=C(CCSc1nnc(-c2ccncc2)o1)Nc1ccccc1
  -15 | -5 | 2 | -20 | 4 | 2 | -17 | -1.5
> CSc1ccccc1OCc1cc(C(=O)NCc2cnc(C)cn2)no1
  -4 | -5 | -6 | 4 | -1 | -8 | 3 | -0.5
> O=C(COC(=O)CC(c1ccccc1)c1ccccc1)NCc1ccccc1
  0 | 19 | -3 | 6 | -3 | 14 | 23 | -2.0
> CN(C)c1ccc(NC(=O)CC2NCCNC2=O)cc1 (stereo not given)
  -3 | 10 | -2 | -10 | -3 | -15 | 6 | -0.5
> CCN(CC)CCN(Cc1cc2cccc(C)c2[nH]c1=O)C(=S)Nc1ccccc1
  -2 | -4 | -2 | 26 | -4 | -5 | -32 | 0.8
> COC(=O)NNC(=O)C1CCC(C)CC1 (stereo not given)
  -9 | 7 | 0 | -12 | -1 | 0 | -22 | 0.8
> Cc1cc(NC(=O)Cn2cnc3sccc3c2=O)no1
  -1 | 12 | 0 | 0 | -4 | -6 | 9 | -1.3
> CCCCOC(=O)Nc1ccc(C(N)=O)cc1
  -14 | -17 | 1 | 0 | 0 | -32 | -8 | 3.2
> CCCCNC(=O)C1c2ccccc2C(=O)N(c2ccc(OC)cc2)C1c1ccc(OC)cc1 (stereo not given)
  1 | 3 | -2 | 19 | -4 | -5 | -6 | -0.4
> NS(=O)(=O)c1ccc(NC(=O)N2c3ccccc3Sc3ccccc32)cc1
  -2 | -20 | -5 | -3 | 1 | -24 | 13 | -1.1
> COc1ccc(CNS(=O)(=O)c2ccc(-n3cnnn3)c(C)c2)cc1
  13 | 6 | 0 | -2 | 0 | 7 | 14 | 3.2
> O=c1[nH]c(COc2ccc(Br)cc2Cl)nc2ccccc12
  -18 | -81 | 0 | 36 | -8 | -52 | -116 | 5.0
> CCOC(=O)CNC(=O)c1cnc(Nc2ccccc2OC)c2ccccc12
  1 | 13 | -3 | 24 | -2 | 4 | 29 | 2.9
> CCN(CC)c1ccc(C(=O)OCC(=O)c2ccco2)cc1
  3 | -87 | 4 | 9 | 10 | -88 | -93 | 6.2
> O=C(O)c1cnn(-c2nc(-c3ccc(Cl)c(Cl)c3)cs2)c1C(F)(F)F
  8 | -26 | 1 | 32 | 0 | 9 | 4 | -0.4
> CCOC(=O)C1=C(C)NC2=C(C(=O)CC(C)(C)C2)C1c1ccc2c(c1)CCCN2C (stereo not given)
  -22 | 18 | -3 | 17 | -1 | -3 | -3 | -0.2
> CCOc1ccc(S(=O)(=O)N(C)c2ccc(OCC(=O)NCc3ccc(C(=O)OC)cc3)cc2)cc1
  14 | 18 | -2 | 8 | -2 | 5 | 12 | -1.0
> N#Cc1c(-c2ccc(Cl)cc2)c2c([nH]c1=O)-c1ccccc1OC2
  5 | 14 | 11 | 12 | -2 | -24 | 22 | -2.1
> COc1cc(C(C)=O)ccc1OCC(=O)OC(C)C(=O)c1ccc(F)cc1 (stereo not given)
  5 | 5 | 2 | -5 | -1 | 6 | 13 | -2.5
> Cc1cc(C)cc(OCC(O)CN2C(=O)NC(C)(C)C2=O)c1 (stereo not given)
  -32 | 12 | -1 | -5 | -5 | 0 | 23 | -0.2
> CC(=O)Nc1c(Cl)cc([N+](=O)[O-])c2ccccc12
  2 | 10 | -1 | -3 | 3 | 5 | 31 | -1.5
> CC(C)(C)CN1CCN(Cc2cccnc2)CC1CCO (stereo not given)
  5 | 10 | -3 | 4 | 3 | 4 | -34 | 1.7

Single values from above:
Result of `CCCCOC(=O)Nc1ccc(C(N)=O)cc1` under XBP1 UPR activ: 1
Result of `COc1cc(C(C)=O)ccc1OCC(=O)OC(C)C(=O)c1ccc(F)cc1` (stereo not given) under Mdm2-MdmX inh: 13

Compound activity from PubChem BioAssay.
